From PubChem
IMP-1 inhibitor – blocks Pseudomonas aeruginosa IMP-1 metallo-beta-lactamase; inhibition, % at 5.6 µM; 290,000 compounds, 0.45% hits; purified IMP-1, nitrocefin hydrolysis, epi-absorbance fluorescence; AID 1556;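 active means inhibition above the mean plus 3 SD of all compounds in the same screening run, cut at about 4.5% in these data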;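 further: 0% = IMP-1 with DMSO and 100% = DMSO wells lacking enzyme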
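System: purified IMP-1 / Input: IMP-1 dispensed at 0.2 nM / Medium: 50 mM HEPES pH 7.1, 50 µM ZnSO4, 0.05% Brij 35 / Timing: 15 min enzyme–compound preincubation, then 25 min nitrocefin reaction, 25 °C / Technique: plate fluorescence quenching by hydrolysis product, ex 480/em 530 nm / Repeats: singlicate testing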
PHOSPHO1 block – inhibitors of human PHOSPHO1 phosphatase; Q8TCT1; recombinant PHOSPHO1, absorbance phosphatase assay; inhibition, % at 13.3 µM; 290,000 compounds, 1.1% hits; in the data active means inhibition above about 60%
Target sequence (Q8TCT1 whole entry, looked up): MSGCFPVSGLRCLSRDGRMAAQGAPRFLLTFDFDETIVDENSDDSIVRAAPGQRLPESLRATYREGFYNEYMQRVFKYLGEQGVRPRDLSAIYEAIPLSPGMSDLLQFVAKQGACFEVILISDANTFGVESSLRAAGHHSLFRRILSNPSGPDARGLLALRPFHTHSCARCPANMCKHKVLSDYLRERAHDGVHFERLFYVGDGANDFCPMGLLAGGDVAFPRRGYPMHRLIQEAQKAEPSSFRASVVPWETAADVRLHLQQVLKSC
NALP1 inh – blocks the NALP1 inflammasome reconstituted in yeast. S. cerevisiae NALP1/ASC/caspase-1 growth, X-gal OD620, 72 h. inhibition, % at 10 µM. 280,000 compounds, 0.61% hits; in the data active means inhibition mostly above about 24%, no sharp cut-off; inactive means mostly below about 32%; further: some compounds called inactive have numbers as strong as hits
p-CIP stab down – lowers stability of the mouse p/CIP coactivator protein. decrease of EGFP signal, % at 10 µM. Q05BA5. F442A p/CIP-EGFP cells, EGFP fluorescence, 16 h. 290,000 compounds, 0.01% hits;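 active means EGFP signal decrease of at least 30% at 10 µM or well 3 SD below plate mean, unless failing retest; inactive means the rest, including hits failing retest or dose response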; further: some compounds called inactive have numbers as strong as hits; many of its hits are not listed in these tables
IDE act – boosts human insulin-degrading enzyme activity in HEK cells. activation, % at 5.96 µM. 340,000 compounds, 0.073% hits. P14735. FAbeta-B cleavage, fluorescence polarization; 0% vehicle, 100% cell-free pure enzyme wells. AID 493087;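 active means activation above the mean of all tested compounds plus 3 SD, set per screening campaign, cut at about 17% in these data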
VIM-2 inhibitor – blocks Pseudomonas aeruginosa VIM-2 metallo-beta-lactamase; inhibition, % at 5.6 µM; AID 1527; 290,000 compounds, 0.89% hits; purified VIM-2, nitrocefin hydrolysis, epi-absorbance fluorescence;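 active means inhibition above the mean of all tested compounds plus 3 SD, cutoff set per screening run, cut at about 7.5% in these data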;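 further: red hydrolysis product quenches plate fluorescence so inhibitors raise well fluorescence; 0% = enzyme with DMSO and 100% = DMSO without enzyme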
IDE cell inh – cellular human IDE inhibition. P14735. HEK cells, FAbetaB cleavage, fluorescence polarization. inhibition, % at 5.59 µM. 320,000 compounds, 0.41% hits;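 active means percent inhibition above the average of all tested compounds plus 3 SD, set per screening campaign, cut at about 16% in these data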;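 further: IDE supplied by intact live HEK cells; FP after avidin binding of uncleaved biotin substrate so inhibition keeps polarization high; 0% = DMSO wells and 100% = 60 µM reference IDE inhibitor Ii1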
GPR7 antag – blocks human GPR7 receptor signaling | P48145 | GPR7-expressing cells, fluorescence antagonist assay | inhibition, % at 4.4 µM | 290,000 compounds, 1.1% hits; in the data active means inhibition above about 16%, passing the limit was not always enough;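 further: cells stimulated with the agonist NPW; 0% = agonist with vehicle and 100% = vehicle without agonist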
Target sequence (P48145 whole entry, looked up): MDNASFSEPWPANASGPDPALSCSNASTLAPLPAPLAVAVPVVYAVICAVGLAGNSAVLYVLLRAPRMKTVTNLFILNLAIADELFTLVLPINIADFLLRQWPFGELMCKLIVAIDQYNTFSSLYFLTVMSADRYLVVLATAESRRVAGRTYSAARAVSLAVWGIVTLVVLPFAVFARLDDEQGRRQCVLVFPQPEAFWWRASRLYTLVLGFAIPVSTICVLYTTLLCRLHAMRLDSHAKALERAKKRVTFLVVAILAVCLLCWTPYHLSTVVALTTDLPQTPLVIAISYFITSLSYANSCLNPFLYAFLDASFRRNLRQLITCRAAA
M18AAP inhibitor – PfM18AAP enzyme inhibition | recombinant PfM18AAP, H-Glu-NHMec fluorogenic cleavage | inhibition, % at 7.35 µM | 290,000 compounds, 1.2% hits | AID 1822;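 active means inhibition above the campaign mean inhibition over all tested compounds plus 3 SD, cut at about 28% in these data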;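 further: 0% = plate median of test compound wells and 100% = 2 mM ZnCl2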
Starred values were filed as active, the others as inactive; . = not tested or not shown.

SMILES	IMP-1 inhibitor	PHOSPHO1 block	NALP1 inh	p-CIP stab down	IDE act	VIM-2 inhibitor	IDE cell inh	GPR7 antag	M18AAP inhibitor
Cc1ccccc1OCC(=O)NC(=S)Nc1ccc(N2CCOCC2)c(Cl)c1	-0.2	18	18	-5	0	-3.2	-4	0	-7
Cc1cc(C)c(C)c(S(=O)(=O)N2CCN(CC(=O)c3c(N)n(Cc4ccccc4)c(=O)n(C)c3=O)CC2)c1C	-3.4	-9	26	-11	-4	-4.6	4	-11	5
Cc1ccc2cc(C#N)c(SCC(=O)NCC3CCCO3)nc2c1 (stereo unspecified)	-2.0	-1	15	4	2	-3.3	2	4	-13
Cc1cnc(C(=O)OCC(=O)Nc2cc(Cl)cc(Cl)c2)cn1	-3.4	13	3	-18	3	-1.4	2	-3	-6
Nc1[nH]ncc1-c1ccccc1	0.2	-8	4	-10	-4	1.4	7	3	-1
O=c1c2ccccc2nnn1CCN1CCOCC1	-1.1	30	17	8	2	-2.0	-2	-14	-1
COc1ccc(-n2nc(C(=O)NCC(=O)NCCc3ccc(OC)c(OC)c3)c3ccccc3c2=O)cc1Cl	-2.1	36	16	-1	6	-0.3	5	3	-3
CC(C)(C)OC(=O)NCCCCCc1nnc(SCc2c(F)cccc2Cl)o1	-5.5	46	.	6	-1	-3.3	7	4	6
COCCNC(=O)c1ccc2c(=O)n(CCCN3CCCC3=O)c(=S)[nH]c2c1	-1.9	-1	-3	12	0	0.5	1	-1	8
CCN(CC)CCCNC(=O)c1nn(-c2ccc(OC)cc2OC)c(=O)c2ccccc12	-2.7	2	3	-7	3	4.2	2	-7	3
CC(C)(C)n1ncc2c(=O)n(CC(=O)NCCc3ccccc3)cnc21	-2.9	-1	10	-7	5	-6.8	4	-6	2
CC(C)C[C@H](NC(=O)c1[nH]cnc1C(=O)N[C@H](C)c1ccccc1)C(=O)OCc1ccccc1	-4.2	9	-2	-15	-1	-1.4	2	-29	-7
O=C(Oc1ccccc1Cl)c1ccccc1P(=O)(O)O	-4.3	-4	0	-8	4	-1.0	7	5	-1
C/C(=N/NC(=O)c1nnn(-c2nonc2N)c1COc1ccccc1)c1ccccc1	-0.7	16	24	-6	1	-1.2	-1	3	5
COc1ccc(N2CCN(c3ncnc4sc(C(=O)NCC5CCCO5)c(C)c34)CC2)cc1 (stereo unspecified)	-3.6	28	14	-28	-4	-2.1	11	-2	7
Cc1ccc(C)c(NC(=S)N2CCCCCC2)c1	-0.9	-10	12	-5	5	-1.1	1	4	-10
Cc1ccc(NC(=O)CN(Cc2ccco2)Cc2ccccc2O)cc1C	-2.0	10	19	-8	3	-1.1	2	-13	1
Cc1ccc(NC(=O)CCC(=O)N/N=C/c2ccccc2O)cc1	-0.5	16	-17	6	-2	-5.0	0	7	5
Cc1csc(NC(=O)c2cc(=O)[nH]c3ccc(S(=O)(=O)N4CCOCC4)cc23)n1	-3.0	18	4	-3	3	-2.6	4	7	3
O=C1/C(=C/c2cccnc2)SC(=S)N1c1ccc(O)cc1	6.0*	24	2	-11	6	9.2*	1	-2	19
O=C1CSC(c2ccccc2[N+](=O)[O-])N1CCc1ccccc1 (stereo unspecified)	-0.8	-20	-6	4	5	1.6	-4	-4	-2
COc1ccc(C2Nc3ccccc3NC3=C2C(=O)CC(C)(C)C3)cc1 (stereo unspecified)	-3.0	26	14	-10	-7	-3.1	2	-15	6
C=C(C)CNC(=S)NNC(=O)c1ccc(Br)cc1	-1.8	-9	4	-7	4	0.7	3	-8	-7
C=CCNC(=O)c1onc(CSc2cccc(OC)c2)c1C(=O)NCC=C	.	18	2	10	-1	.	5	.	.
COc1ccccc1CC(=O)NCCc1c[nH]c2ccccc12	-3.8	32	-8	-13	1	-2.4	8	-1	5

Full records from above. Values in the order: IMP-1 inhibitor | PHOSPHO1 block | NALP1 inh | p-CIP stab down | IDE act | VIM-2 inhibitor | IDE cell inh | GPR7 antag | M18AAP inhibitor
CCN(CC)CCCNC(=O)c1nn(-c2ccc(OC)cc2OC)c(=O)c2ccccc12 in the list: -2.7 | 2 | 3 | -7 | 3 | 4.2 | 2 | -7 | 3
C=CCNC(=O)c1onc(CSc2cccc(OC)c2)c1C(=O)NCC=C in the list: . | 18 | 2 | 10 | -1 | . | 5 | . | .
O=C(Oc1ccccc1Cl)c1ccccc1P(=O)(O)O in the list: -4.3 | -4 | 0 | -8 | 4 | -1.0 | 7 | 5 | -1

Going on with the list:
SMILES	IMP-1 inhibitor	PHOSPHO1 block	NALP1 inh	p-CIP stab down	IDE act	VIM-2 inhibitor	IDE cell inh	GPR7 antag	M18AAP inhibitor
COC(=O)c1ccccc1N(C)S(C)(=O)=O	-2.5	-22	24	0	-1	-2.7	-3	1	-11
CCOC(=O)C1CCN(c2c(NCCCN3CCCCC3)c(=O)c2=O)CC1	-1.1	47	.	4	5	-0.8	1	0	-3
O=C1NCC(COc2ccc([N+](=O)[O-])cc2)O1 (stereo unspecified)	-0.2	28	10	1	1	-4.4	2	2	-1
Cc1ccc(NC(=O)CC2S/C(=N/c3nccs3)N(C)C2=O)c(C)c1 (stereo unspecified)	1.8	6	2	-26	-3	-0.3	3	0	2
COc1ccc(/C=C2\SC(=O)N(CCC(=O)Nc3ccc(S(=O)(=O)Nc4nccs4)cc3)C2=O)cc1	-2.9	-1	18	-16	-5	-3.6	15	-9	8
O=C(Nc1nc2c(s1)CN(Cc1ccccc1)CC2)c1cccc(S(=O)(=O)N2CCc3ccccc32)c1	-4.4	6	-4	-7	-3	-2.3	-8	-12	1
O=P(OC1CCCCC1)(OC1CCCCC1)C(O)c1ccc(Cl)cc1Cl (stereo unspecified)	2.0	-2	-24	-12	6	-0.5	-4	4	-4
CS(=O)(=O)N(CC(=O)N1CCN(c2cccc(Cl)c2)CC1)c1cccc(F)c1	-2.0	27	1	-1	-6	-2.6	6	-6	4
O=C(Nc1ccncc1)c1ccccc1-c1ccccc1	-2.4	39	6	-12	5	-2.3	-3	4	-3
COc1ccc(N2C(=O)CSC23CCCCC3)cc1	-6.8	11	-68	-47	-2	-2.1	4	-18	-7
Cc1cc(NC(=O)CSc2n[nH]c(CC(C)C)n2)no1	-6.8	0	10	4	-1	-4.0	5	-13	3
CC(=O)c1sc2nc(-c3cccs3)cc(C(F)(F)F)c2c1N	-0.7	29	1	-14	-14	1.8	3	5	2
O=C1c2ccccc2C(O)N1Cc1ccco1 (stereo unspecified)	-2.5	42	32	-3	-4	-2.6	1	-2	9
Cc1ccc(C(C2=C(O)CC(C)(C)CC2=O)C2C(=O)CC(C)(C)CC2=O)o1 (stereo unspecified)	-1.1	18	9	-2	-4	0.2	-6	-17	-2
O=C(CSc1nnnn1-c1ccc(Cl)cc1)N1CCc2ccccc2C1	-1.9	-25	-1	-4	-3	-1.1	3	-10	-8
O=C(O)c1ccc(S(=O)(=O)c2ccc3c(c2)C(=O)N(Cc2ccco2)C3=O)cc1	-0.2	-34	8	13	2	-3.9	0	-2	4
Cc1ccc(CSc2ccc3nnc(-c4cccnc4)n3n2)cc1	-3.3	-4	18	-18	-7	1.6	11	-10	-4
CCN1CCN(S(=O)(=O)c2cc(OCC(=O)NC3CCCCC3)c(C)cc2Cl)CC1	-2.8	20	4	-12	1	-2.9	-3	10	-2
COc1ccccc1C(=O)NC(CCSC)C(=O)OC(C)C(N)=O (stereo unspecified)	-2.5	24	-3	-1	4	1.5	4	3	-14
O=C(CSc1nccc(=O)[nH]1)Nc1ccc(F)c(Cl)c1	-3.3	10	11	-3	-1	-1.3	5	-7	6
CCc1cccc(C)c1NC(=O)CSc1nnc(-c2ccco2)n1N	-1.9	23	-1	-14	-1	-0.6	-6	-4	4
Cc1cccc(NC(=O)C2CCN(S(=O)(=O)c3c(C)nn(C)c3C)CC2)n1	-1.1	6	33	-10	2	-2.4	4	-6	-5
COCCOC(=O)c1c(NC(=O)COC(=O)Cc2cccc(OC)c2)sc(C(N)=O)c1C	-1.8	53	29	11	0	-1.5	-4	-17	3
CSc1cccc(NC(=O)CCCOc2ccc(Cl)cc2C)c1	-2.3	-12	32	8	-4	-1.8	-3	-11	8
COc1ccc(/C=C/c2c(-c3ccc(OC)cc3)oc3ccc(-c4ccc(OC)cc4)cc23)cc1	-1.9	-7	15	0	-3	-1.6	-3	5	-1

Next compounds follow:
SMILES	IMP-1 inhibitor	PHOSPHO1 block	NALP1 inh	p-CIP stab down	IDE act	VIM-2 inhibitor	IDE cell inh	GPR7 antag	M18AAP inhibitor
CC(C)CNC(=O)c1ccccc1NC(=O)c1ccccc1N(C)S(C)(=O)=O	-1.6	-6	10	4	-4	-1.7	2	14	-2
COc1ccc(NC(=O)CN(c2cc(C)cc(C)c2)S(=O)(=O)c2c(C)noc2C)cc1	-3.9	-13	24	-16	6	-1.4	4	-9	-7
COc1ccc(N2CCN(C(=O)c3ccc(SC)cc3OC)CC2)cc1	-1.8	33	-10	-4	3	-1.8	5	-2	6
COc1ccc(CCNC(=O)CC2SC(=NCc3ccccc3OC)NC2=O)cc1 (stereo unspecified)	-1.5	12	5	5	4	1.0	-2	-6	-14
COc1ccccc1NC(=O)CCSc1nc(C)cc(C)n1	-2.7	-1	10	-5	4	-2.5	0	-6	-12
COc1ccc(/C=C(\NC(=O)c2ccc(C)cc2)C(=O)NCCCn2ccnc2)cc1OC	0.3	37	10	-7	1	-1.9	-9	-8	-7
COc1ccc(CNC(=O)C2CCCN(C(=O)Nc3ccc(OC)cc3)C2)cc1 (stereo unspecified)	-5.2	2	1	-7	-2	-5.3	6	0	-7
Cc1cc(=O)oc2c(C)c(OCC(=O)c3ccccc3)ccc12	-1.4	39	-1	-12	0	-1.1	-3	-16	7
COc1cccc(C(C(=O)NC2CCCCC2)N(CCN2CCOCC2)C(=O)C2COc3ccccc3O2)c1 (stereo unspecified)	-1.4	15	3	9	5	-0.6	3	-2	-8
CN(C)CCNS(=O)(=O)c1ccc2c3c(cccc13)C(=O)N2	-5.5	36	1	-7	0	-1.8	2	-8	3
O=C(NC(=S)Nc1cc(S(=O)(=O)N2CCOCC2)ccc1N1CCOCC1)C1CCCC1	-2.5	-5	17	-1	.	-1.5	8	3	-2
CSc1c(-c2ccccn2)c(N)nn1C(=O)C1CCC1	0.0	-6	-3	14	2	-1.5	-2	-1	-4
CCOC(=O)c1c(C2CC2)csc1NC(C)=O	-3.9	6	.	2	5	-2.2	6	-8	-1
CC(C)(C)OC(=O)N[C@H](Cc1ccccc1)C(=O)N1CCC[C@@H]1C(=O)O	0.2	20	8	-10	-1	-1.0	-5	11	-13
C=CCNC(=O)C1CCC(C(=O)NCC=C)CC1 (stereo unspecified)	-4.5	25	17	-5	-5	-2.7	5	-9	2
Oc1ccccc1-c1cc(C(F)(F)F)[nH]n1	-0.7	14	.	5	.	-1.7	.	-13	6
CSc1nc(C)c(Cc2ccccc2)c(=O)[nH]1	-2.3	17	8	2	2	-2.2	6	-13	0
O=C(O)c1ccc(/C=C2\COc3ccccc3C2=O)cc1	-2.5	15	17	-20	2	-0.9	1	-12	-8
COC(=O)c1sccc1NC(=S)Nc1ccc(C)cc1	-3.7	-5	0	0	-4	-2.8	2	-9	-1
Cc1c(OCC(=O)N[C@@H](CSCc2ccccc2)C(=O)O)ccc2c3c(c(=O)oc12)CCC3	-2.3	29	-34	-4	7	13*	.	-5	-4
O=C(CSc1nc2ccccc2s1)NC1CCCc2ccccc21 (stereo unspecified)	-2.2	1	26	-11	0	-0.4	3	-6	5
